Source: PubChem BioAssay (National Center for Advancing Translational Sciences (NCATS))
HCV inh: HCV inhibition; Huh7.5.1 HCVcc-Cre infection, luciferase reporter, 44 h; Potency, µM (titrated, usually from 41.8 µM), for the others: at the top dose activity change, negative = inhibition, most hits filed as inhibitors; 3.4% of 340,000 active; active = well fitted inhibition curve with a large enough effect; inconclusive = small, poorly fitted or top-dose-only effect, or another doubt; inactive = no such curve, though single readings can be large or run the other way
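Whole-lifecycle infectious HCVcc-Cre system; cells 1,000/well, compound then virus (~0.5 moi) added 4 h after plating, 44 h culture. Luciferase read 15 sec following 15 min substrate incubation, room temp.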
Numbers without * were called inactive; ? = inconclusive; [ ] = dose if it differs, or a comment. % is scaled to controls: 0 for no effect and ±100 for the full control effect; potency is read from the fitted curve at half-maximal effect. The list is partial, so the mix of outcomes need not match the whole.

CC1CCC2(CC1)NC(=O)N(CC(=O)N1c3ccccc3CC1C)C2=O (centres undefined)
  HCV inh: 19%
CCCCOC(=O)NC1CCc2cc(OC)c(OC)c(OC)c2-c2ccc(SC)c(=O)cc21 (centres undefined)
  HCV inh: -30%
CC(=O)OCC(=O)C1(O)CCC2C3CCC4=CC(=O)C=CC4(C)C3C(=O)CC21C (centres undefined)
  HCV inh: 4%
C=CC[C@@H](CC(=O)N[C@H](CO)Cc1ccccc1)C(=O)NCCOC(=O)[C@@H](CC=C)CC(=O)OC(C)(C)C
  HCV inh: 5%
CCCn1c(N)c(C(=O)CSc2nc(C3CC3)n(-c3ccccc3)n2)c(=O)[nH]c1=O
  HCV inh: -1%
COc1ccc(/C=C2\SC(=S)N(CCCC(=O)N3CCN(C)CC3)C2=O)cc1OC
  HCV inh: 7%
CC12CC3CC(C1)CC(C(=O)NNC(=O)c1ccncc1)(C3)C2
  HCV inh: -5%
Nc1cccnc1Sc1ccccc1
  HCV inh: 19%
Cc1nc2ccccc2nc1-c1ccc([N+](=O)[O-])cc1
  HCV inh: -2%
CSc1ccccc1NC(=O)CN(C)C(=O)COc1cccc2cccnc12
  HCV inh: 0%
COc1ccc(NS(=O)(=O)c2cccc3ccccc23)cc1
  HCV inh: ?
O=[N+]([O-])c1ccc(S(=O)(=O)NN=Cc2ccc(Cl)c(Cl)c2)cc1
  HCV inh: -2%
Cc1ccc(S(=O)(=O)N2C[C@@H]3[C@H]4CC[C@H](C4)[C@@H]3[C@@H](C)[C@@H]2c2ccn(Cc3ccccc3)c2)cc1
  HCV inh: ?
Cc1ccc(C(C)NC(=O)c2cccs2)cc1C (centres undefined)
  HCV inh: -9%
COc1ccccc1S(=O)(=O)N1CCNC(=O)C1
  HCV inh: 11%

Cc1onc(-c2ccccc2Cl)c1C(=O)N[C@@H](C)c1ccccc1
  HCV inh: -2%
CC[C@]12c3[nH]c4ccc(OC)cc4c3CCN1C(=O)C(CC(=O)NCc1cccc(C(F)(F)F)c1)C[C@@H]2C(=O)N1CCN(C(=O)c2ccco2)CC1 (some centres undefined)
  HCV inh: ?
O=C(/C=C/c1cccs1)c1ccco1
  HCV inh: 11%
CCOC(=O)/C=C/c1ccc2c(c1)S(=O)(=O)N(c1cccc(OC)c1)[C@H]2CC(=O)OCC
  HCV inh: 1%
O=c1oc2ccccc2c2c1cnc1ccccc12
  HCV inh: 8%
CC(=O)N(C)C1=Nc2ccc(Cl)cc2C(c2ccccc2)=[N+]([O-])C1
  HCV inh: -1%
Cc1cc(C(=O)OCC(=O)Nc2ccccc2Br)c(C)o1
  HCV inh: -4%
CC(=O)NC12CC3CC(C1)CC(C(=O)N1CCN(S(=O)(=O)c4ccc([N+](=O)[O-])cc4)CC1)(C3)C2
  HCV inh: 16%
Cc1ccc(NS(=O)(=O)c2ccc(OCC(=O)NCc3ccccn3)cc2)cc1
  HCV inh: 21%
Cc1cc(C)n(CC(=O)NNC(=O)c2cncc(Br)c2)n1
  HCV inh: -1%
CSCCC(NC(=O)c1ccccc1)C(=O)N1CCN(C(=O)c2ccccc2)CC1 (centres undefined)
  HCV inh: -24%
COc1cc(/C=C/C(=O)N(C)CC(=O)Nc2ccccc2SC)cc(OC)c1OC
  HCV inh: -21%
CCN(CC)C(=O)[C@H]1CC(CC(=O)NCCC2=CCCCC2)C(=O)N2CCc3c([nH]c4ccccc34)[C@]12C (some centres undefined)
  HCV inh: ?
C=C(C)CSc1nnc2[nH]c(=O)cc(N)n12
  HCV inh: 18%
COc1ccc(C(=O)Nc2ccc(S(=O)(=O)N3CCOCC3)cc2)cc1
  HCV inh: -22%

c1ccc(CN(CCN2CCOCC2)Cc2ccccc2)cc1
  HCV inh: -6%
COc1ccc(-c2noc(CCCCC(=O)N3CCN(c4cc(C)ccc4C)CC3)n2)cc1
  HCV inh: ?
CC(=O)c1c(C)[nH]c(C(=O)COC(=O)c2cccs2)c1C
  HCV inh: 2%
O=C(C[C@H]1C/C=C\C[C@H](NC(=O)OCC2c3ccccc3-c3ccccc32)C(=O)OC[C@H]2CCCN2C1=O)NCCO
  HCV inh: 6%
C[C@]12CC[C@H](O)CC1=CCC1C2CC[C@@]2(C)C1CCC21OCCO1 (some centres undefined)
  HCV inh: 4%
CN(Cc1ccccc1)C(=O)c1ccc(NC(=O)Cc2ccc(NC(=O)C3CCN(S(=O)(=O)c4cccc([N+](=O)[O-])c4)CC3)cc2)cc1
  HCV inh: 13µM*
c1ccc(CN2CCOCC2)nc1
  HCV inh: 14%
O=C(Cc1ccc2ccccc2c1)NC(Cc1ccccc1)C(=O)O (centres undefined)
  HCV inh: 34%[activator]
CC(C)(C)OC(=O)C[C@H]1C/C=C\C[C@@H](CC(=O)N[C@@H](CO)Cc2ccccc2)C(=O)NC[C@@H](c2ccccc2)OC1=O
  HCV inh: 10%
CCC1(C2=CCCCC2)C(=O)NC(=S)N=C1N (centres undefined)
  HCV inh: 20%
CC(C)(C)OC(=O)CNC(=O)c1[nH]cnc1C(=O)NC1CCNCC1
  HCV inh: 12%
N#Cc1c2c(c(Nc3ccc(F)cc3)n3c1nc1ccccc13)CCCC2
  HCV inh: -2%
O=C(Nc1ccc(OC(F)(F)F)cc1)c1ccccc1-n1cnnn1
  HCV inh: -19%
NC(=S)NN=C1CCCCCCCCCC1
  HCV inh: 11µM*
O=C(CCSCCC(=O)NN=Cc1ccccc1)NN=Cc1ccccc1
  HCV inh: 7%

CCO[C@H]1OC(C(=O)NCc2ccccc2)=C[C@@H](C(C)(C)C)[C@@H]1CCCO
  HCV inh: 1%
COc1ccc(/C=C/C(=O)OCC(=O)N2CCCCCC2)cc1OC
  HCV inh: -28%
CCN(CC(=O)NC1CCS(=O)(=O)C1)S(=O)(=O)c1ccc(Br)cc1 (centres undefined)
  HCV inh: 8%
O=C(NC(Cc1ccccc1)C(=O)N1CCN(S(=O)(=O)c2ccccc2)CC1)c1ccccc1 (centres undefined)
  HCV inh: ?
O=C(CNC(=O)c1ccc(Br)cc1)Nc1ccc2c(c1)CCC2
  HCV inh: -5%
COc1ccc(-c2cc(C(=O)N/N=C/c3cc(OC)c(OC)cc3OC)c3ccccc3n2)cc1
  HCV inh: ?
O=C(C[C@H]1C/C=C\CC[C@H](Cc2ccc(F)cc2)C(=O)OC[C@H]2CCCN2C1=O)N[C@@H](CO)Cc1ccccc1
  HCV inh: 17%
Cc1ccc(NC(=O)COC(=O)CNC(=O)C2CCCCC2)cc1S(=O)(=O)N(C)C
  HCV inh: 9%
O=C1[C@@H](Oc2ccccc2)[C@@H](c2ccncc2)N1c1ccccc1
  HCV inh: 7%
COc1cc(C2C3=C(COC3=O)Oc3cc4c(cc32)OCO4)cc(OC)c1OC(C)=O (centres undefined)
  HCV inh: 4%
Oc1ccccc1-c1ccn[nH]1
  HCV inh: 12%
COc1ccc(-c2cccc3c2NC(=O)C3=O)cc1OC
  HCV inh: -5%
COc1cc(OC)c(N(C)S(=O)(=O)c2cccc(C(=O)Nc3nccs3)c2)cc1Cl
  HCV inh: ?
CCOC(=O)c1cc(-c2ccccc2)nn1CC1CC(c2cccc([N+](=O)[O-])c2)=NO1 (centres undefined)
  HCV inh: -28%
COc1ccc(S(=O)(=O)N2CCOCC2)cc1NS(=O)(=O)c1ccc(F)c(F)c1
  HCV inh: 7%

3 compounds from above, ordered by length of the SMILES, largest number first.
N#Cc1c2c(c(Nc3ccc(F)cc3)n3c1nc1ccccc13)CCCC2
  HCV inh: -2%
CSc1ccccc1NC(=O)CN(C)C(=O)COc1cccc2cccnc12
  HCV inh: 0%
CC(=O)c1c(C)[nH]c(C(=O)COC(=O)c2cccs2)c1C
  HCV inh: 2%

For convenience, 4 of the compounds above.
CCO[C@H]1OC(C(=O)NCc2ccccc2)=C[C@@H](C(C)(C)C)[C@@H]1CCCO
  HCV inh: 1%
COc1ccc(/C=C/C(=O)OCC(=O)N2CCCCCC2)cc1OC
  HCV inh: -28%
CCN(CC(=O)NC1CCS(=O)(=O)C1)S(=O)(=O)c1ccc(Br)cc1 (centres undefined)
  HCV inh: 8%
O=C(NC(Cc1ccccc1)C(=O)N1CCN(S(=O)(=O)c2ccccc2)CC1)c1ccccc1 (centres undefined)
  HCV inh: ?

Further results
O=C(Cn1cc(COc2c(F)c(F)c(Br)c(F)c2F)nn1)c1ccc(O)cc1
  HCV inh: -7%
CCCCN1CC(COCc2ccccc2)Oc2cccc(NCc3ccc(OC)cc3)c2S1(=O)=O (centres undefined)
  HCV inh: -30%
O=C1C=CC(=Nc2ccc3c(c2)Cc2ccccc2-3)O1
  HCV inh: 6%
CCCn1cnc2c(SCc3ccccc3)nc(N)nc21
  HCV inh: ?
OC(CCN1CCC2CCC(C2)C1)c1ccc(Br)cc1 (centres undefined)
  HCV inh: 32µM*
COc1ccc(S(=O)(=O)N(C)C[C@H]2Oc3ccc(NC(=O)NC4CCCCC4)cc3C(=O)N([C@H](C)CO)C[C@@H]2C)cc1
  HCV inh: 6%
CC12CCC(=O)C=C1CCC1C2CCC2(C)C(c3csc(N)n3)CCC12 (centres undefined)
  HCV inh: 10µM*
CN(CC(=O)O)C(=O)c1ccccc1
  HCV inh: -5%
COc1cccc(/C=N/Nc2ccc(S(=O)(=O)Nc3ccccc3C(=O)O)cc2[N+](=O)[O-])c1O
  HCV inh: 16%
COc1ccc(NC(=O)CSc2nc3nc(C)cc(C)c3c(=O)[nH]2)cc1OC
  HCV inh: 14%
COC(=O)c1ccccc1S(=O)(=O)N1CCC(C(=O)Nc2ccc(N3CCOCC3)cc2)CC1
  HCV inh: -12%
O=C(c1cc(-c2ccccc2Cl)nc2ccccc12)N1CCN(c2ccccn2)CC1
  HCV inh: -2%
CC[C@]12c3[nH]c4ccc(OC)cc4c3CCN1C(=O)C(CC(=O)NCC13CC4CC(CC(C4)C1)C3)C[C@@H]2C(=O)N1CCN(C(=O)c2ccco2)CC1 (some centres undefined)
  HCV inh: 0%
CCC(C)Sc1cccc(-c2nc3ccccn3c2NCc2ccccc2)c1 (centres undefined)
  HCV inh: ?
CCCN=C1N(CC)C[C@@H]2[C@@H]3C(=O)N(Cc4ccccc4)C(=O)[C@@H]3[C@](Cc3ccccc3)(C(=O)OC)N12
  HCV inh: 16%

CC(=O)NC12CC3CC(C1)CC(C(=O)Nc1ccc(C)c(S(=O)(=O)N4CCCCCC4)c1)(C3)C2
  HCV inh: -11%
C=CCN(c1ccccc1OC)S(=O)(=O)c1cccc(C(=O)OCC(=O)N2CCOCC2)c1
  HCV inh: 14%
Cc1cc(C(=O)OCC(=O)NC2CCCCC2C)c2ccccc2n1 (centres undefined)
  HCV inh: -17%
O=C(O)COc1ccccc1C=NNC(=O)c1ccc(NS(=O)(=O)c2cccs2)cc1
  HCV inh: 15%
Cc1ccc(C(C)C)c(OCC(=O)NN=C2CCCC(=O)C2)c1
  HCV inh: -17%
N#C/C(=C/C1=C(N2CCOCC2)C(=C/c2ccc(Cl)cc2)/CC1)C(=O)Nc1ccccc1F
  HCV inh: -28%
CC(=O)O[C@@H]1/C=C/[C@](C)(O)C[C@@H](C)C/C=C/[C@H]2[C@@H]3O[C@]3(C)[C@@H](C)[C@H]3[C@H](Cc4ccccc4)NC(=O)[C@@]312
  HCV inh: 93%[activator]
O=C(NNC(=O)c1ccccn1)c1ccc(OC(F)F)cc1
  HCV inh: ?
CC(Cc1ccccc1)=NNS(=O)(=O)c1ccc([N+](=O)[O-])cc1
  HCV inh: -2%
O=C(NC1CCCCC1)c1ccc(-c2ccccc2)cc1
  HCV inh: 0%
O=C(Cn1cnc2c(NCc3ccccc3)ncnc21)N1CCN(c2ccccn2)CC1
  HCV inh: 2%
CC(C)(C)N(Cc1ccccc1)C(=O)COC(=O)C1CC1
  HCV inh: -15%
C=CC[C@H](CC(=O)NCCO)C(=O)N[C@@H](C)COC(=O)[C@H](CC=C)CC(=O)OC(C)(C)C
  HCV inh: -4%
CCN1C(=O)[C@H]2[C@@H](c3ccc(-c4ccc(Cl)c(Cl)c4)c(OC)c3)N3CCCC[C@@]3(C(=O)OC)[C@H]2C1=O
  HCV inh: ?
CCc1ccc(N2CC(C(=O)OCC(=O)N(CC)c3c(N)n(Cc4ccccc4)c(=O)[nH]c3=O)CC2=O)cc1 (centres undefined)
  HCV inh: 9%

O=C1c2ccccc2C(=O)c2c1cccc2N1CCN(C/C=C/c2ccccc2)CC1
  HCV inh: 11µM*
O=C(COc1ccc([N+](=O)[O-])cc1Cl)NCCN1C(=O)CSC1=O
  HCV inh: -4%
Cc1ccc(F)cc1NC(=O)CSc1n[nH]c(N)n1
  HCV inh: 4%
C[C@]12c3[nH]c4ccc(Cl)cc4c3CCN1C(=O)[C@@H](CC(=O)NCCN1CCOCC1)C[C@@H]2C(=O)N1CCCCC1
  HCV inh: 6%
O=C(Nc1ccc(S(=O)(=O)Nc2cnc3ccccc3n2)cc1)c1ccc(F)cc1
  HCV inh: -21%
Cc1c([N+](=O)[O-])cnc(Sc2ccccc2)c1[N+](=O)[O-]
  HCV inh: ?
Cc1ccc(-n2c(=O)c3c4c(sc3n3c(C)nnc23)COC(C(C)C)C4)cc1 (centres undefined)
  HCV inh: 9%
Cc1nnc(SCC(=O)Nc2ccc(OC(F)F)c(Cl)c2)n(N)c1=O
  HCV inh: -9%
CC=Cc1cc2c(c(=O)o1)C(=O)C(O)C(C)O2 (centres undefined)
  HCV inh: ?
COc1ccc(-c2oc3ccc(N4CCOCC4)cc3c2C#CCO)cc1
  HCV inh: ?
CC1(CCc2ccccc2)NC(=O)N(CC(=O)Nc2ccc(OC(F)F)cc2)C1=O (centres undefined)
  HCV inh: -28%
Cc1ccc(-n2nc(C(=O)N3CCN(C)CC3)c3c4ccccc4n(C)c3c2=O)cc1
  HCV inh: -3%
CCN(C(=O)CSc1nnc(-c2ccc(OC)cc2)n1C(C)C)C1CCS(=O)(=O)C1 (centres undefined)
  HCV inh: 12%
CC[C@@H]1C/C=C\Cc2ccccc2[C@H](C(=O)C[C@H](O)CC(C)=O)OC1=O
  HCV inh: 0%
